Bioassay records as filed in PubChem BioAssay.
ERK EGF block – inhibitors of EGF-stimulated ERK signaling pathway. HEK293-V1b, EGF-stimulated phospho-ERK AlphaScreen. Potency, µM (highest dose often 11.5 µM), inactives show at the highest dose activity change, negative = inhibition, usual class: inhibitors. hit rate 0.41% among 130,000. AID 1454; active means well fitted inhibition curve with a large enough effect; inconclusive means small, poorly fitted or top-dose-only effect, or effect the other way;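 further: plate controls were stimulated vehicle wells for no effect and unstimulated vehicle basal for full effect; nearly all actives have a fitted effect of over 55% in size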
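V1b-HEK293, 1% FBS o/n; cpd 30 min 37C; EGF 25 nM final, 5 min; lyse 10 min; AlphaScreen beads 5 h RT. Normalized DMSO basal vs EGF max; Hill AC50.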
* = called active by the depositor; ? = inconclusive; [ ] = another dose, or the depositor's remark. Potency means the concentration at half of the fitted maximal effect. Not all compounds are listed; the hit share may differ from the screen's.

SMILES	ERK EGF block
O=C(N/N=C/C=C\c1ccco1)c1cccs1	4%
Cc1ccc(N(CC(=O)NCC2CCCO2)C(=O)CCC(=O)Nc2ccccn2)cc1 (centres undefined)	4%
CN(CC(=O)N1CCN(c2ccccn2)CC1)S(=O)(=O)c1cccc2nsnc12	-11%
Cc1cc(C)c(S(=O)(=O)NCCCn2ccnc2)c(C)c1	2%
COc1ccc(C(=O)N(c2ccccn2)C2CCCCC2)c(OC)c1	5%
CCCCC(=O)Nc1ccccc1C#N	3%
CC(C)NC(=O)NC(=O)COC(=O)/C=C/c1ccc2c(c1)OCO2	-4%[57.5 µM]
COc1cccc(C(=O)Nc2nnc(-c3ccc(Cl)cc3)o2)c1	5%[57.5 µM]
O=C1/C(=C/c2ccccn2)SC(=S)N1N1CCOCC1	-7%[57.5 µM]
CCCc1sc(N2CCCC(C(N)=O)C2)nc1-c1ccccc1 (centres undefined)	6%
COc1ccc(CCNC(=O)C2CC(c3ccc(C(F)(F)F)cc3)=NO2)cc1 (centres undefined)	2%[57.5 µM]
Cc1cccc(NC(=O)c2cc(-c3ccccn3)nc3ccccc23)c1C	0%
COc1ccc(S(=O)(=O)N(C(=O)c2ccco2)c2cc3sc(=O)oc3c3ccccc23)cc1	7%
COc1cc(C2C(N3C(=O)c4ccccc4C3=O)C(=O)N2c2cccc(C)c2)cc(OC)c1OC (centres undefined)	3%
Cc1cc(C(=O)OCC(=O)Nc2cc(S(=O)(=O)N(C)C)ccc2C)c2ccccc2n1	6%
O=C(NCCN1CCCCC1)c1ccco1	1%
COc1ccc(Br)cc1CN(C)CC(=O)Nc1cc(Cl)cc(Cl)c1	2%
CCOc1ccc(NC(=S)N(CCOC)C(C)c2ccco2)cc1 (centres undefined)	-7%[57.5 µM]
CCC(CC)c1nnc(NC(=O)c2cc([N+](=O)[O-])ccc2N2CCCCC2)s1	0%
Cc1cc(C)cc(OCC(=O)NNC(=O)C2CCCO2)c1 (centres undefined)	2%
O=c1[nH]c2cc3c(cc2cc1CN(Cc1ccco1)C(=S)NCCCN1CCOCC1)OCCO3	-4%
Nc1ccc(OCCCc2c(N)nc(N)nc2N)cc1	-1%[57.5 µM]
O=[N+]([O-])c1ccc(N2CCN(C(=S)c3cccc([N+](=O)[O-])c3)CC2)cc1	-2%[57.5 µM]
Cc1ccc(-n2ncc3c(SCc4ccccc4)ncnc32)cc1	2%
CCCCOC(=O)c1ccc(NC(=S)NC(=O)c2c(Br)c(C)nn2C)cc1	6%
COc1cc(O)c(C(CC(=O)N2CCCC(C)C2)c2cc(OC)c(OC)c(OC)c2)c(OC)c1 (centres undefined)	9%[57.5 µM]
CN(C)Cc1ccccc1-c1nc(N(C)Cc2ccco2)c2ccccc2n1	20%
CSc1ccc(/C=C(\NC(=O)c2ccc(C)cc2)C(=O)NN)cc1	-6%[57.5 µM]
CCCCCCCCC#CCC#CCC#CCCCC(=O)O	-8%
Cc1ccc(C)n1CCN1CCN(C(=O)CC#N)CC1	-6%

Next part, starting with the last six of the part before.
SMILES	ERK EGF block
CCCCOC(=O)c1ccc(NC(=S)NC(=O)c2c(Br)c(C)nn2C)cc1	6%
COc1cc(O)c(C(CC(=O)N2CCCC(C)C2)c2cc(OC)c(OC)c(OC)c2)c(OC)c1 (centres undefined)	9%[57.5 µM]
CN(C)Cc1ccccc1-c1nc(N(C)Cc2ccco2)c2ccccc2n1	20%
CSc1ccc(/C=C(\NC(=O)c2ccc(C)cc2)C(=O)NN)cc1	-6%[57.5 µM]
CCCCCCCCC#CCC#CCC#CCCCC(=O)O	-8%
Cc1ccc(C)n1CCN1CCN(C(=O)CC#N)CC1	-6%
COc1cc(CC(=O)OCC(=O)Nc2cccc([N+](=O)[O-])c2)cc(OC)c1OC	2%
Cc1ccc[n+](CC(=O)Nc2nc3ccccc3s2)c1	6%
Cc1ccc(S(=O)(=O)N(CC(=O)N2CCc3ccccc3C2)c2ccc(Cl)c(Cl)c2)cc1	2%
C#CC[N+]1(CC#Cc2cccc(C)c2)CCCCC1	-2%
CC1CCc2nc(/C(C#N)=C/c3cccnc3)sc2C1 (centres undefined)	5%
O=C(CNC1CC1)Nc1cc(C(F)(F)F)ccc1Cl	-11%[57.5 µM]
COC1OC(COC(=O)CNC(=O)OC(C)(C)C)C(O)C(O)C1O (centres undefined)	1%
CN(C)/C=C(\C(=O)c1ccccc1)c1nnnn1-c1ccc(F)cc1	-2%[57.5 µM]
Cc1cccc(NC(=O)Cn2cnc3c(oc4ccccc43)c2=O)c1	-2%
NC(=O)[C@@H]1CC2(CC(c3cccc(NC(=O)COc4ccc(Cl)cc4)c3)=NO2)CN1C(=O)COc1ccc(Cl)cc1 (some centres undefined)	-1%[57.5 µM]

Three structures from above, sorted by heavy-atom count, largest number first:
SMILES	ERK EGF block
Cc1cccc(NC(=O)Cn2cnc3c(oc4ccccc43)c2=O)c1	-2%
CC1CCc2nc(/C(C#N)=C/c3cccnc3)sc2C1 (centres undefined)	5%
O=C(CNC1CC1)Nc1cc(C(F)(F)F)ccc1Cl	-11%[57.5 µM]

Later entries.
SMILES	ERK EGF block
O=c1oc2ccccc2c(Cl)c1CN1CCCCC1	-4%
CC(C)(CNC(=S)NCCc1ccccc1)CNC(=S)NCCc1ccccc1	?
COc1ccc(CC(=O)N/N=C(\C)CC(=O)NCc2ccco2)cc1OC	6%[57.5 µM]
O=C(N/N=C/c1ccccc1[N+](=O)[O-])C(=O)N1CCCC1	0%
CCn1c(CN2c3ccccc3Sc3ccccc32)n[nH]c1=S	-7%[57.5 µM]
O=C(N/N=C/C=C\c1ccco1)c1ccccn1	0%[57.5 µM]
COc1ccc2cc(CCl)c(Cl)nc2c1	31%
Cc1csc(NC(=O)CSc2nncc(=O)n2N)n1	3%
Cc1ccc(NC(=O)CN2C(=O)N/C(=C/c3cccn3-c3ccc(C(=O)O)cc3)C2=O)cc1	2%
COC(=O)c1sc(N)c(C(=O)OC)c1COC(=O)CCNS(=O)(=O)c1ccc(C)cc1	7%
COc1ccccc1Nc1nc(-c2cccc([N+](=O)[O-])c2)cs1	-6%[57.5 µM]
Cc1ccc(N2C(=O)[C@@H]3C(C(=O)CCN4C(=O)c5ccccc5C4=O)=NN[C@@H]3C2=O)cc1	-13%
Cc1ccc2nc(NC(=O)c3ccc(N4C(=O)CCC4=O)cc3)sc2c1	-1%
C=CCc1cccc2cc(C(=O)Nc3ccccc3C(=O)O)c(=O)oc12	8%
COc1ccccc1-c1coc2cc(OC(=O)/C=C/c3ccccc3)ccc2c1=O	-3%
COc1ccc(NC(C)(C)c2nnnn2-c2c(C)cccc2C)cc1	-2%[57.5 µM]
CCOCCCNC(=O)C(c1ccc(OC)cc1)N(Cc1ccc2c(c1)OCO2)C(=O)c1cnccn1 (centres undefined)	1%
O=C(CN1CCCCC1)NNc1nc(-c2ccccc2)c2cc(Br)ccc2n1	0%[57.5 µM]
COCCOC(=O)C1=C(C)N=C2SCCC(=O)N2C1c1cccs1 (centres undefined)	2%
Cc1ccc(/C=N\NC(=O)c2ccc(Cn3cc(Br)c([N+](=O)[O-])n3)o2)o1	-5%
O=C(Nc1ccc2c(c1)OCCO2)N1CCOCC1	6%
Cc1ccc(S(=O)(=O)N/N=C/c2cccc([N+](=O)[O-])c2)cc1	-2%
Cc1ccc(NC(=O)CS(=O)(=O)c2cn(C)c3ccccc23)c(C)c1	1%[57.5 µM]
COc1ccc(CNC(=O)CSc2nnc3c(Cl)cc(C(F)(F)F)cn23)cc1OC	-1%
O=C(Nc1ccc2oc(-c3cccnc3)nc2c1)c1ccc([N+](=O)[O-])o1	-3%
O=C(CCc1nc2ccccc2s1)OCC(=O)c1ccc[nH]1	-17%
O/N=C1\CCCc2ccc3ccccc3c21	-13%[57.5 µM]
Cc1cccc(C2=N/C(=C\c3cccs3)C(=O)O2)c1	3%
Cn1ccnc1SCC(=O)Nc1ccc(Cl)cn1	1%
Cc1cccc(NC(=S)Nn2cnnc2)c1C	-1%

In another format: four of the compounds above.
| canonical_smiles | ERK EGF block |
| --- | --- |
| O=C(Nc1ccc2c(c1)OCCO2)N1CCOCC1 | 6% |
| O=C(CCc1nc2ccccc2s1)OCC(=O)c1ccc[nH]1 | -17% |
| O/N=C1\CCCc2ccc3ccccc3c21 | -13%[57.5 µM] |
| Cc1cccc(C2=N/C(=C\c3cccs3)C(=O)O2)c1 | 3% |

More records:
SMILES	ERK EGF block
O=C(CNCc1ccccc1)Nc1ccc(F)cc1	-12%[57.5 µM]
Cc1cccc(C(=O)Oc2csc(=S)n2C(=O)c2cccc(C)c2)c1	6%
CC(C)(C)c1ccc(OCc2nnc(SCC(N)=O)n2N)cc1	4%
Cc1c(NC(=O)C(C)OC(=O)c2cc(-c3cccc4ccccc34)nc3ccccc23)c(=O)n(-c2ccccc2)n1C (centres undefined)	-5%
Cc1cc(SCC(=O)c2cccs2)nc2ccccc12	5%
O=C1C2C3C=CC(C2C(=O)N1C1CCCCC1)C1C2C(=O)N(C4CCCCC4)C(=O)C2C31 (centres undefined)	-13%
CCOc1cc(/C=C(\C#N)C(=O)Nc2ccccc2[N+](=O)[O-])ccc1OCc1cccc2ccccc12	19%
O=C(Nc1ccc(Oc2ncnc3cc(Cl)ccc23)nc1)Nc1cccc(C(F)(F)F)c1	2%[57.5 µM]
Cc1ccc(OCCOCCN(C)C)c(Cl)c1	-10%
CCOC(=O)CSc1nc2ccc(C)cc2[nH]1	-6%
CCOC(=O)c1sc2nc(Cc3ccc(Cl)cc3)[nH]c(=S)c2c1C	-7%
CCS(=O)(=O)c1c(S(=O)(=O)CC)c2ccccn2c1C(N)=O	7%
CN1CCN(NC(=O)CC(C)(C)C)CC1	-1%
COc1ccc(C(C(=O)NC2CCCCC2)N(C(=O)CCl)c2ccccc2Cl)cc1 (centres undefined)	4%
Cc1cccc(C2=N/C(=C/c3cccs3)C(=O)O2)c1	-3%
Cc1ccc2[nH]c(C)cc(=S)c2c1	4%
COc1ccc(CCN2C(=O)C3CC=C(C)CC3C2=O)cc1OC (centres undefined)	1%
Cc1ccccc1NC(=S)N(CCCN1CCOCC1)Cc1cccnc1	3%
Clc1ccc(Cl)c(OCCCCNCc2ccccc2)c1	16%
CC(=O)c1cccc(NC(=S)NC(=O)c2cccc(Cl)c2)c1	0%
NC(=O)COC(=O)c1ccccc1OCc1ccccc1Cl	-3%
CCOC(=O)C1CCCN(CCC(=O)Nc2ccc(C)c(C)c2)C1 (centres undefined)	1%
O=[N+]([O-])c1ccc(O)c(C2=NNC(c3ccccc3F)C2)c1 (centres undefined)	-12%[57.5 µM]
O=S(=O)(NCc1ccccc1)NCc1cccc(C(F)(F)F)c1	-5%
O=[N+]([O-])c1ccc(Oc2ccc(-c3cnc4ccccc4n3)cc2[N+](=O)[O-])cc1	-1%
O=C(Nc1ccccc1)C1=C[C@H](c2coc3ccccc3c2=O)C[C@H](OCCCCO)O1	-11%[57.5 µM]
COC(=O)Cn1c(=NC(=O)c2ccc(Cl)s2)sc2cc(F)ccc21	-6%
CCCCCCCCCCCCCCCC(=O)O[C@H](CC(=O)O)C[N+](C)(C)C	2%
COc1ccc(C)cc1NC(=O)C(Sc1ccccc1)c1ccccc1 (centres undefined)	3%
COc1ccc(N2CC(C(=O)O)CC2=O)cc1 (centres undefined)	-1%
COCCNC(=O)/C(C#N)=C/c1ccccc1Br	-6%
O=C(NCC1CCCO1)C(c1ccccn1)N(Cc1ccccc1Cl)C(=O)CN1C(=O)c2ccccc2S1(=O)=O (centres undefined)	1%
O=C(CSc1nc(O)c(C(c2ccccc2)c2ccccc2)c(=O)[nH]1)N1CCOCC1	2%
O=C1c2ccccc2C2(c3ccccc3)NCCCN12 (centres undefined)	7%
CCCC(=O)Nc1ccc(-c2csc(NNC(C)=O)n2)cc1	35%[57.5 µM]
CCCCC(Sc1nc(N)c(NC(=O)c2ccc(OC)cc2)c(=O)[nH]1)C(=O)O (centres undefined)	-1%
CC1CCCN(c2ccc(C(=O)NCc3ccccc3)cn2)C1 (centres undefined)	?
O=C(CSC1CN(C(c2ccccc2)c2ccccc2)C1)N/N=C/c1ccccc1	-3%[57.5 µM]
CC1=Nc2ccccc2/C1=C\c1sc(Nc2ccc(C)cc2)nc1O	2%
COc1cc2c(c(OC)c1OC)-c1ccc(OC)c(=O)cc1C(NC(C)=O)CC2 (centres undefined)	11%
Cc1cc(C)cc(NC(=O)N2CCN(Cc3ccc4c(c3)OCO4)CC2)c1	2%[57.5 µM]
CCOc1ccc(C(=O)NCC2(c3ccccc3)CCOCC2)cc1	-11%[57.5 µM]
CCCc1cc(=O)[nH]c(SCC(=O)c2c[nH]c3ccccc23)n1	-6%
Cc1ccc(NCc2nnc(SCC(=O)N3c4ccccc4Sc4ccccc43)o2)c(C)c1	-2%
COC(=O)C1=C(C)N(C(C)c2ccccc2)C(=O)C1 (centres undefined)	0%
O=C(CCSc1ccccc1)OCn1nnc2ccccc2c1=O	0%
c1ccc(-c2nc(NCc3ccco3)c3ccccc3n2)cc1	8%
O=C(CN1C(=O)c2ccccc2S1(=O)=O)NCc1ccc2c(c1)OCO2	12%
CC(C)S(=O)(=O)c1csc(C(=O)NN)c1-n1cccc1	-8%[57.5 µM]
CCC(=O)OC1(C)C(=O)C=C2C=C(CCCCNC(=O)OC(C)(C)C)OC=C2C1=O (centres undefined)	-8%
(listing goes on)
SMILES	ERK EGF block
CC[N+](C)(C)CC/C=C1/c2ccccc2Sc2ccc(Cl)cc21	-6%[57.5 µM]
NS(=O)(=O)c1ccc(NC(=O)CN2CCc3ccccc32)cc1	4%[57.5 µM]
Cc1cc(C)n(CC(=O)N2c3ccccc3Sc3ccc(C(F)(F)F)cc32)n1	-4%
NC1(C(=O)O)CCCC1	1%
